Assay outcomes (PubChem)
H9c2 TAG inh: triacylglycerol accumulation inhibition; H9c2 cells, Nile Red lipid (TAG) fluorescence; cells loaded with 200 µM oleic acid; 230,000 tested, 0.66% active; inhibition, % at 12.5 µM; AID 651582;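 active means pattern-corrected inhibition of lipid staining of at least 50% with the nuclear-stain viability signal not falling by more than 50%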;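 further: 0% = DMSO wells and 100% = triacsin C control wells; some results filed as inactive read as strong as hits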
H9c2 TAG inh DAPI viability: recorded beside H9c2 TAG inh, whose call it bears; DAPI nuclei signal change (viability), lower = more cytotoxic, %;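 whole-well DAPI fluorescence read on a plate reader as a viability signal; minus 50 percent equals half of cells still viable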
Numbers without * were called inactive. A portion of the library (hit frequency here may not be typical).

[1] CCOC(=O)/C(C#N)=C/c1cn(CCOc2ccc(OC)cc2)c2ccccc12
[2] COc1ccc2c(c1)C(C)CC(C)(C)N2C(=O)Nc1ccccc1 (configuration not stated)
[3] CCOc1ccc(OCCN2C(=O)NC(Cc3c[nH]c4ccccc34)C2=O)cc1 (configuration not stated)
[4] CCCCN(C)CCCNC(=O)c1cc(=O)[nH]c2ccc(S(=O)(=O)N3CCCCC3C)cc12 (configuration not stated)
[5] N#Cc1c(-c2ccccc2)ccn(Cc2ccc(Cl)cc2)c1=O
[6] CC1CN(S(=O)(=O)c2cc(C(=O)N3CCCCC3C)ccc2Cl)CC(C)O1 (configuration not stated)
Compound,1,2,3,4,5,6
H9c2 TAG inh,-16,12,6,11,-3,-24
H9c2 TAG inh DAPI viability,5,-9,11,-21,-10,-2

Compound profiles (already shown). Order of screens: H9c2 TAG inh, H9c2 TAG inh DAPI viability
`CCCCN(C)CCCNC(=O)c1cc(=O)[nH]c2ccc(S(=O)(=O)N3CCCCC3C)cc12` (configuration not stated) reads 11, -21
`COc1ccc2c(c1)C(C)CC(C)(C)N2C(=O)Nc1ccccc1` (configuration not stated) reads 12, -9
`N#Cc1c(-c2ccccc2)ccn(Cc2ccc(Cl)cc2)c1=O` reads -3, -10
`CCOc1ccc(OCCN2C(=O)NC(Cc3c[nH]c4ccccc34)C2=O)cc1` (configuration not stated) reads 6, 11
`CC1CN(S(=O)(=O)c2cc(C(=O)N3CCCCC3C)ccc2Cl)CC(C)O1` (configuration not stated) reads -24, -2

(continued)
[7] CCN(CC(=O)NCc1cccs1)c1ccc(S(=O)(=O)N2CCCC2)cn1
[8] COc1ccc(N2C3=C(CC4=C2CCCC4=O)C(=O)CCC3)cc1
[9] Cc1ccc(C(=O)c2c3ccc([N+](=O)[O-])cc3[n+]([O-])n2CCCC(N)=O)cc1
[10] CS(=O)(=O)N(Cc1ccccc1Cl)c1ccc(C(=O)NCc2ccccn2)cc1
[11] O=C(/C=C/c1cccnc1)c1ccc(O)cc1
[12] COc1ccc(C(=S)N2CCCCC2)cc1Br
Compound,7,8,9,10,11,12
H9c2 TAG inh,-5,3,-15,5,-8,0
H9c2 TAG inh DAPI viability,-1,-11,-16,-6,7,-5

[13] O=C(c1sc2ccccc2c1Cl)N1CCN(c2ccccc2F)CC1
[14] O=C(CCCOc1ccccc1)Nc1cccc(S(=O)(=O)N2CCOCC2)c1
[15] CCOc1ccc(-n2c(=O)[nH]cc(C(=O)N3CCc4ccccc43)c2=O)cc1
[16] CSc1nnc(C)c(/C=C/NOCc2cccc(F)c2)n1
[17] O=C(NCC(c1ccco1)N1CCN(c2ccc(F)cc2)CC1)c1cccs1 (configuration not stated)
[18] CC(=O)Nc1ccc(S(=O)(=O)C(C#N)c2nc3ccccc3nc2NCCO)cc1 (configuration not stated)
Compound,13,14,15,16,17,18
H9c2 TAG inh,-9,-1,14,-4,-9,-9
H9c2 TAG inh DAPI viability,6,-3,-14,6,-5,18

[19] CCc1ccc(Nc2nnc(SC(C)C(=O)NC3CC3)s2)cc1 (configuration not stated)
[20] CCC(=O)Nc1ccc(C(=O)CSc2nc(N)cc(N)n2)cc1
[21] O=S(=O)(c1cccc(C(F)(F)F)c1)c1ccc(O)cn1
[22] CC(=O)Nc1ccc(C(=O)N(C2=NC(C)CS2)c2ccc(Cl)cc2)cc1 (configuration not stated)
[23] Cc1ccc(S(=O)(=O)N2C[C@H]3n4c(=O)ccc(=O)n4C[C@H](OC(=O)NCc4ccccc4F)[C@@]3(O)C2)cc1
[24] Nc1ccccc1C(=O)N(Cc1ccccc1)Cc1ccccc1
Compound,19,20,21,22,23,24
H9c2 TAG inh,-10,1,-13,17,68,-19
H9c2 TAG inh DAPI viability,-3,5,-2,-4,-57,17
